High-throughput results (PubChem BioAssay)
hcGAS lum: blocks human cGAS activity; recombinant h-cGAS, ATP depletion, Kinase-Glo luminescence; hit rate 0.081% among 290,000; AID 1259398; Q8N884; inhibition, % at 12.5 µM;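 further: 0% = vehicle reaction and 100% = reaction without DNA for no activity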
Target sequence (Q8N884 whole entry, looked up): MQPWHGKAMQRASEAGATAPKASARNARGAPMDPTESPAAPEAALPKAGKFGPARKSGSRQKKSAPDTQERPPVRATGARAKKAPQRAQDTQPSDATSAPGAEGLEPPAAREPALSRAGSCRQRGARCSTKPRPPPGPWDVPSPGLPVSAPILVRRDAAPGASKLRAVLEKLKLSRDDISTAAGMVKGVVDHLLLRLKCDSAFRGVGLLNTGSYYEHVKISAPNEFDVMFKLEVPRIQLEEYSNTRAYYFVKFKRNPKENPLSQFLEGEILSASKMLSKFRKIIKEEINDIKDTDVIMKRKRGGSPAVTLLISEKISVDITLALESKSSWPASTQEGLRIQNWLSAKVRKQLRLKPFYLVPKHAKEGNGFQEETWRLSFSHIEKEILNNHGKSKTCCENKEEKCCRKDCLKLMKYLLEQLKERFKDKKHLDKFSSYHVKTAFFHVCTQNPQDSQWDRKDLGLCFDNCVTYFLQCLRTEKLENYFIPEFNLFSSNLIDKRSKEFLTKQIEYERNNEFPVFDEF
NPYLR7 ag: mosquito NPYLR7 agonism; HEK293T NPYLR7/Galpha15, GCaMP6s calcium fluorescence; activation, % at 10 µM; hit rate 0.15% among 270,000; in the data active means activation above about 40%;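 further: 0% = vehicle and 100% = reference agonist at the receptor; some compounds past the cut are filed as inactive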
mcGAS lum: inhibitors of mouse cGAS; inhibition, % at 12.5 µM; Q8C6L5; hit rate 0.15% among 160,000; recombinant cGAS, Kinase-Glo ATP depletion luminescence; AID 1259399;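 further: 0% = negative control wells and 100% = reference inhibitor with no enzyme activity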
Starred values were filed as active, the others as inactive; nt = not tested or not shown; & = joins results of further samples. Unless noted, no stated cut-off is given here; in the data, active means inhibition above about 40%; inactive means the rest.

SMILES | hcGAS lum | NPYLR7 ag | mcGAS lum
O=C(O)CCC(=O)N(Cc1ccccc1)Cc1cn(-c2ccccc2)nc1-c1cccnc1 | -1 | -6 | nt
CC(=O)c1ccc(S(=O)(=O)N2CCN(C(=O)c3cc(C(C)C)nc4c3c(C)nn4C)CC2)cc1 | -7 | -1 | -8
Cc1cc(C)c(S(=O)(=O)N2CCC(C(=O)N3CCc4sccc4C3)CC2)c(C)c1 | -3 | 14 | nt
Cc1[nH]c2ccccc2c1SCC(=O)N1CCOCC1 | -11 | -1 | nt
Cc1cccc(NC(=O)CSc2nnc(NC(=O)c3ccccc3I)s2)c1 | 5 | -8 | nt
Cc1ccc(-n2nc(C)c3c(=O)c(C(=O)Nc4ccccc4)c[nH]c32)cc1 | -8 | -3 | -9
CCc1cc(N2CCN(c3cccc(C(F)(F)F)c3)CC2)nc(SCc2ccc(C(=O)NCc3ccco3)cc2)n1 | -9 | 7 | -5
C=CCOC(=O)C1=C(C)NC(=O)NC1c1ccc(F)cc1 (stereo not drawn) | 6 | -3 | nt
O=C(c1ncc[nH]1)N1CCOC(COc2ccc(F)cc2)C1 (stereo not drawn) | -15 | 15 | -4
O=C(COC(=O)c1ccc(F)cc1)c1ccc(Cl)cc1 | -10 | -7 | -4
CN(CCCc1cnn(C)c1)C(=O)c1cnn2ccn(C)c12 | -9 | 2 | nt
CC1CCN(c2ccc(NC(=O)C3CC3c3ccccc3)cc2C(=O)NCc2ccc(F)cc2)CC1 (stereo not drawn) | -7 | 1 | -4
CC(C)(C)OC(=O)NC1CCN(C(=O)c2ccc(-n3nc(-c4ccc(Cl)c(Cl)c4)cc3N)cc2)C1 (stereo not drawn) | -8 | 2 | -5
COC(=O)c1c(NC(=O)c2c(-c3ccccc3)noc2C)sc2c1CCC2 | -3 | 0 | nt
CCCc1nc(C)c(CNC2CCN(C(=O)c3ccccc3)CC2)s1 | 1 | 4 | nt

Molecules from the list above that have a thiophene ring, fused or not (two):
SMILES | hcGAS lum | NPYLR7 ag | mcGAS lum
Cc1cc(C)c(S(=O)(=O)N2CCC(C(=O)N3CCc4sccc4C3)CC2)c(C)c1 | -3 | 14 | nt
COC(=O)c1c(NC(=O)c2c(-c3ccccc3)noc2C)sc2c1CCC2 | -3 | 0 | nt

Carrying on.
SMILES | hcGAS lum | NPYLR7 ag | mcGAS lum
Cn1nc([N+](=O)[O-])nc1Oc1ccccc1N | -13 | -3 | nt
COCC(=O)NC1CCN(c2ccccc2C(=O)NCCc2ccccc2)CC1 | -4 | 1 | -3
COCCCN(CC(=O)N(Cc1cccn1Cc1cccc(OC)c1)C(C)(C)C)C(=O)c1cccc(Br)c1 | -1 | 5 | -4
Cc1ccccc1C(=O)NC1CCN(c2cc(C(F)(F)F)ccn2)CC1 | -1 | 4 | nt
C/C=C/C(=O)Nc1sc2c(c1C(=O)OCC)CCC2 | -11 | nt | -7
O=C(/C=C/c1ccccc1)Oc1coc(CSc2ncccn2)cc1=O | 3 | -18 | 7
O=C(c1cc2ccccc2s1)N1CCN(S(=O)(=O)c2ccc(Cl)s2)CC1 | -4 | 4 | -8
Cc1noc(C)c1C(C)C(=O)N1CCC(NC(=O)c2ccccc2)CC1 (stereo not drawn) | -10 | 1 | nt
Cc1noc(C)c1S(=O)(=O)N(Cc1ccc2c(c1)OCO2)C1CCCC1 | -4 | 6 | nt
O=C(NC(Cc1ccccc1)c1nc(-c2ccco2)no1)c1ccco1 (stereo not drawn) | -3 | 4 | nt
Cc1nc(C)c(CC(=O)O)c(=O)[nH]1 | -3 | 2 | nt
O=c1c2ccccc2ncn1CCOc1ccccc1F | -14 | 24 | nt
COc1cc(C(=O)N2CCCC(CNS(=O)(=O)c3cccs3)C2)c2ccccc2n1 (stereo not drawn) | 0&-3 | -1&2 | -3
N#Cc1ccc(NS(=O)(=O)c2ccc(F)cc2)cc1 | -12 | 23 | nt
Nc1nc(Nc2ccccc2)nc2c1ncn2[C@@H]1O[C@H](CO)[C@H](O)C1O (stereo partly drawn) | 0 | 0 | -6
CC(=O)C1=C(O)C(=O)OC1c1ccc(C(C)C)cc1 (stereo not drawn) | -10 | 12 | nt
O=S(=O)(Nc1nc2ccccc2nc1-[n+]1ccccc1)c1ccc(Cl)cc1 | -3 | 7 | nt
CN1CC(C(=O)NCc2cc3n(n2)CCCN(C2CCCCC2)C3)CC1=O (stereo not drawn) | -15 | nt | -7
COC(=O)c1nc(C(=O)OC)c(C(=O)OC)nc1C(=O)OC | 9 | 3 | nt
Cn1c(=O)c2c(nc(CN3CCN(c4ccc(F)cc4)CC3)n2CCN2CCOCC2)n(C)c1=O | -7 | 0 | -9
O=C(NCc1ccc(F)cc1)C(C1CCCC1)N1CCN(C(=O)c2ccc(Cl)c(Cl)c2)CC1 (stereo not drawn) | -2 | 12 | -5
Clc1cc2c(c(CSc3nnc(-c4ccco4)o3)c1)OCOC2 | -3 | 1 | -3
COc1cc2c(cc1OC)C(C(C)C)N(C(=O)c1ccco1)CC2 (stereo not drawn) | -4 | -7 | -7
COCC(=O)N(Cc1ccco1)Cc1cc(Cl)ccc1OS(=O)(=O)c1ccc(NC(C)=O)cc1 | 5 | 2 | 1
CNCC(=O)NC(C)c1ccc(OC)c(F)c1 (stereo not drawn) | -6 | 13 | nt
CC1=C(C(=O)OC2CCCC2C)C(c2ccc(Cl)c(Cl)c2)NC(=O)N1C (stereo not drawn) | -5 | 9 | -8
O=S(=O)(NCc1nnc2ccccn12)c1ccc(F)cc1 | -4 | 8 | nt
COc1ccc(CN(C)Cc2nc(NCc3cccs3)c3ccccc3n2)c2cccnc12 | -5 | 26 | -10
Cc1c(C(=O)NC2CCCCC2)cc(-c2ccc(Cl)cc2)n1-c1ccc2c(c1)OCO2 | -6 | 22 | -5
O=S(=O)(c1ccc2c(c1)OCCO2)N1CCN(c2ccc(F)cc2)CC1 | -4 | 0 | nt
COc1ccc(C(=O)C2CCCN(Cc3csc(C(C)=O)c3)C2)cc1OC (stereo not drawn) | -8 | 19 | nt
CCOC(=O)C1CCN(C(=O)c2cccnc2Nc2cccc(C(F)(F)F)c2)CC1 | -4 | 15 | -6
Cc1ccc(F)c(NC(=O)CCC(=O)N(C)Cc2ncc(C)[nH]2)c1 | -3 | 2 | -11
Cn1nnnc1SCCNC(=O)c1cnn2c1CCCC2 | -3 | 5 | nt
O=C(CCN1CCOC(C(F)(F)F)C1)Nc1nnc(C2CC2)s1 (stereo not drawn) | -5 | 2 | nt
CC(C)NC(=O)C1(C)CCN1Cc1c(F)cccc1F (stereo not drawn) | -12 | 3 | nt
C[C@H](NC(=O)C12CC3CC(CC(C3)C1)C2)C(=O)N1CCC(C(=O)N2CCCCC2)CC1 | -8 | -2 | -7
N#CC(C(=N)Sc1ccc(N)cc1)c1ccccc1C(F)(F)F (stereo not drawn) | -3 | -17 | nt
Cc1cc(F)ccc1Oc1cc(N(C)Cc2ccccc2)ncn1 | -2 | -6 | -10
O=C(c1ccc(F)c(F)c1)N1CCc2ccccc2C1 | -6 | 1 | -6
CCOc1ccc(-c2cc(NC3CCCC3)nc3[nH]ccc23)nn1 | -4 | 1 | nt
COc1cc(-c2ccnc(N3CCN(C(=O)C(C)Oc4ccccc4)CC3)n2)cc(OC)c1OC (stereo not drawn) | -3 | 10 | -7
Cc1ccc(-n2c(SCc3cccc(C)c3)nnc2C(C)NS(=O)(=O)c2ccc3ccccc3c2)cc1 (stereo not drawn) | -1 | 6 | -3
Cc1cc2cc(C(=O)NC(C)c3cnn(-c4ccccc4)c3C)ccc2o1 (stereo not drawn) | -8 | 7 | -10
Cn1cc(C(CC(=O)NCc2ccc(F)cc2)c2ccccc2C(F)(F)F)c2ccccc21 (stereo not drawn) | -1 | 2 | -4

4 entries from above, as labelled records.
molecule: Cn1nnnc1SCCNC(=O)c1cnn2c1CCCC2
  hcGAS lum = -3 | NPYLR7 ag = 5 | mcGAS lum = nt
molecule: O=C(CCN1CCOC(C(F)(F)F)C1)Nc1nnc(C2CC2)s1 (stereo not drawn)
  hcGAS lum = -5 | NPYLR7 ag = 2 | mcGAS lum = nt
molecule: CC(C)NC(=O)C1(C)CCN1Cc1c(F)cccc1F (stereo not drawn)
  hcGAS lum = -12 | NPYLR7 ag = 3 | mcGAS lum = nt
molecule: C[C@H](NC(=O)C12CC3CC(CC(C3)C1)C2)C(=O)N1CCC(C(=O)N2CCCCC2)CC1
  hcGAS lum = -8 | NPYLR7 ag = -2 | mcGAS lum = -7

The listing picks up, repeating the 3 entries before the break.
SMILES | hcGAS lum | NPYLR7 ag | mcGAS lum
Cc1ccc(-n2c(SCc3cccc(C)c3)nnc2C(C)NS(=O)(=O)c2ccc3ccccc3c2)cc1 (stereo not drawn) | -1 | 6 | -3
Cc1cc2cc(C(=O)NC(C)c3cnn(-c4ccccc4)c3C)ccc2o1 (stereo not drawn) | -8 | 7 | -10
Cn1cc(C(CC(=O)NCc2ccc(F)cc2)c2ccccc2C(F)(F)F)c2ccccc21 (stereo not drawn) | -1 | 2 | -4
COc1ccc2c3c1CN(C(=O)COc1ccccc1)CC3=CC(C)(C)CO2 | 0 | 1 | -7
Cc1cc(N2CCN(C)CC2)n2nc(C(F)(F)F)c(-c3ccccc3)c2n1 | -3 | 3 | -7
CC(=O)c1sc(=Nc2ccc(C)c(C)c2)n(CCO)c1C | -8 | -5 | -7
CNC(=O)CN1C(=O)N(C)C2(CCC(C)CC2)C1=O (stereo not drawn) | 3 | -2 | nt
Nc1nc2c(ncn2[C@@H]2O[C@H](CO)[C@@H](O)[C@H]2O)c(=O)[nH]1 | 0 | -7 | -3
COc1ccc(CCN2C(=O)CC(C(=O)Nc3cccc(C)c3)SC2=Nc2ccccc2)cc1 (stereo not drawn) | -4 | 1 | -5
CCN(CC)C1CCN(C(=O)C(C)Oc2cccc(C(C)(C)C)c2)CC1 (stereo not drawn) | -6 | 5 | nt
COCC(=O)N1CCC2(CC1)C(=O)N(CC(=O)N1CCN(C(C)=O)CC1)CN2c1ccccc1 | -5 | -3 | -3
CCOC(=O)C(=O)N1CCC(OC)c2ccccc2N(C)C(=O)C1 (stereo not drawn) | 1 | 4 | -2
CCCCCN(Cc1cccn1Cc1cccc(C(F)(F)F)c1)C(=O)CN(CC)C(=O)c1cc(OC)cc(OC)c1 | 3 | -4 | 1
C[C@@H]1CN(Cc2cccc(C(=O)Nc3ccc4c(c3)CC(=O)N4)c2)[C@@H](C)CN1 | 0 | -4 | nt
O=C(CSc1nnc(NC(=O)c2cccc(F)c2)s1)Nc1ccccc1C(F)(F)F | -10 | 4 | -6
CC1CN(c2ccc(Cl)cc2)c2nc3c(c(=O)n(CCCO)c(=O)n3C)n2C1 (stereo not drawn) | -2 | 16 | nt
CCCN(CC(=O)N1CCc2sccc2C1c1ccccc1C)C(=O)c1cccc(F)c1 (stereo not drawn) | -8 | 15 | -4
CN(Cc1csc(-c2ncccn2)n1)c1ccc(C(C)(C)C)cc1 | -2 | 3 | nt

Pulled by structure from the entries so far:
SMILES | hcGAS lum | NPYLR7 ag | mcGAS lum
Cc1cc(N2CCN(C)CC2)n2nc(C(F)(F)F)c(-c3ccccc3)c2n1 | -3 | 3 | -7
CNC(=O)CN1C(=O)N(C)C2(CCC(C)CC2)C1=O (stereo not drawn) | 3 | -2 | nt
CN(Cc1csc(-c2ncccn2)n1)c1ccc(C(C)(C)C)cc1 | -2 | 3 | nt
COc1ccc2c3c1CN(C(=O)COc1ccccc1)CC3=CC(C)(C)CO2 | 0 | 1 | -7

More entries
SMILES | hcGAS lum | NPYLR7 ag | mcGAS lum
c1ccc(-n2nccc2CN2C[C@@H]3[C@H](C2)[C@H]2CC[C@@H]3O2)cc1 | -5 | 11 | -13
CC(C(=O)Nc1cccc(NC(=O)CCc2ccccc2)c1)N1CCCC1=O (stereo not drawn) | -4 | 16 | nt
Cc1ccc(Cl)c(OC2CC3CCC(C2)N3C(=O)c2ccc(CSCCc3ccccc3)cc2)c1 (stereo not drawn) | -15 | 9 | -8
O=C(NC1CCCC1)O[C@H]1CN(C(=O)NC2CCCC2)[C@H]2CC[C@@H](N3CCOCC3)[C@@H]1C2 | 0 | 27 | -6
O=C(c1cccs1)N1CCN(Cn2cnc3ccc(Cl)cc3c2=O)CC1 | -13 | 4 | nt
CC(=O)c1c(C)cc(C)c(CN(C)Cc2ncc[nH]2)c1C | -7 | 6 | -15
CCCc1nc(N2Cc3cnc(Cc4ccc(OC)cc4)nc3C2)no1 | 2 | nt | -1
O=C(C(c1ccccc1)c1ccccc1)N1CCSC1c1cccc(Cl)c1Cl (stereo not drawn) | -7 | nt | -4
COc1cc(/C=N\NC(=O)C(C)Sc2nc3ccccc3s2)ccc1OCC(N)=O (stereo not drawn) | -2 | 2 | -4
CN(Cc1ccccc1)Cc1nc2c(c(=O)n(C)c(=O)n2C)n1CCc1ccccc1 | -4 | 6 | -9
Cc1ccc(NC(=O)c2cc(-c3cccs3)nc3ccccc23)cc1Cl | -3 | -5 | nt
Cc1ccccc1C(CC(=O)OCC1=CC[C@H]2C[C@@H]1C2(C)C)NC(N)=O (stereo partly drawn) | -15 | -3 | nt
Cc1cc(C)n(-c2ccc(Nc3ccc(NC(=O)Nc4ccccc4F)cc3)nn2)n1 | -4 | -2 | -9
Brc1ccc(-c2csc(C3COc4ccccc4O3)n2)cc1 (stereo not drawn) | -7 | 7 | nt
CCC(C(=O)N(CC(=O)c1c(C)c(C(=O)OC)n(CC)c1C)CC(C)C)c1ccccc1 (stereo not drawn) | -8 | nt | -4
CC(C)(C)OC(=O)NCC1CCCN1c1ccnc(-c2ccccc2)n1 (stereo not drawn) | -5 | 2 | -17
O=C1N=c2ccc(Br)cc2=C1c1sc(=S)n(-c2ccc(Br)cc2)c1O | -5 | -4 | nt
